From PubChem BioAssay
aSyn tox rescue: rescues yeast growth from alpha-synuclein toxicity | 94,000 compounds, 0.02% hits | Potency, µM (titrated, usually from 46.1 µM), inactives show top-dose growth rescue (activation), most hits filed as activators | S. cerevisiae alpha-synuclein toxicity rescue, BacTiter-Glo growth, 24 h; active = well fitted activation curve with a large enough effect; inconclusive = small, poorly fitted or top-dose-only effect; note: 0% is about no effect
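Growth restoration measured by BacTiter-Glo luminescence after 24 hr at 30 deg C; alpha-synuclein yeast, raffinose-pregrown to mid-log, were added at OD600=0.02 in galactose medium onto pinned compounds.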
Active calls of the source: *; ? = inconclusive; [ ] = another dose, or the depositor's remark. Potency is the fitted concentration of half-maximal effect.

SMILES | aSyn tox rescue
Cc1ccc2nc3n(c(=O)c2c1)-c1ncccc1C(=O)NC3Cc1ccc(O)cc1 (stereo not given) | 11%
COc1ccccc1NS(=O)(=O)c1cc(C(=O)NCC(c2ccc(F)cc2)N2CCOCC2)ccc1C (stereo not given) | 1%
Cc1c(NC(=O)Nc2cccc(C(F)(F)F)c2)sc2nc3n(c(=O)c12)CCC(C)CC3 (stereo not given) | -5%
CCOC(=O)c1c(C)oc2nc(C)nc(NCc3ccc(C)cc3)c12 | 8%
Cc1oc(-c2ccc(C(=O)NCCCOC(C)C)cc2)nc1CS(=O)(=O)c1ccccc1 | -7%
Cc1cn([C@H]2C[C@H](O)[C@@H](CNCc3cccn3-c3ccncc3)O2)c(=O)[nH]c1=O | -9%
CCc1ccccc1NC(=O)Cn1c(=O)oc2ccccc21 | 0%
O=C(CNC(=O)c1ccc(Cl)cc1Cl)OCc1ccccc1 | -2%
Cc1ccc2c(c1)N(C(=O)CCC(=O)NC1CCCCCC1)CC(C)O2 (stereo not given) | 0%
CCn1cc(S(=O)(=O)c2ccc(Cl)cc2)c(=O)c2cc(F)c(N3CCOCC3)cc21 | -5%
CC(=O)NCC(O)c1ccc([N+](=O)[O-])cc1 (stereo not given) | -2%
Cc1ccc(Nc2c(-c3ccccn3)nc3cc(C)ccn23)cc1 | 6%
CC(=O)c1ccc(NC(=O)c2cc3c([nH]c2=O)CC(c2ccccc2)CC3=O)cc1 (stereo not given) | -3%
CCOC(=O)c1ccc(NC(=O)C2CCCN(c3ccc(Sc4ccc(C)cc4)nn3)C2)cc1 (stereo not given) | 4%
CCCCOc1cccc(C(=O)Nc2cccc3ccc(C)nc23)c1 | 1%
O=C(CC1C(=O)N(c2ccccc2)C(=O)N1Cc1ccc(F)cc1)Nc1cccc(F)c1 (stereo not given) | 12%
CCCCN(CC)CCNC(=O)CCNC(=O)Cn1ccc2ccccc2c1=O | 6%
CCOc1ccc(N(CC)C(=O)Cn2cnc3sc(C)c(S(=O)(=O)N4CCN(c5ncccn5)CC4)c3c2=O)cc1 | 0%
COc1ccc(-c2c3c(=O)n(C)c(=O)n(C)c3c3n2-c2ccccc2NC3c2ccco2)cc1 (stereo not given) | -18%
CCOC(=O)c1[nH]cnc1C(=O)Nc1ccc(F)cc1 | 1%
CCOc1ccc(NC(=O)CN(C)C(=O)c2cc(-c3ccco3)nc3ccccc23)cc1OCC | 10%
C/C(N)=C(/C#N)C(=O)CSc1ccccc1F | 1%
CCOC(=O)c1ccc(CC(=O)c2ccc(O)c(O)c2O)o1 | 9%
Cc1cc(N2CCC(C(=O)NCCC(C)C)CC2)n2nc(C)c(-c3ccc(Cl)cc3)c2n1 | 0%
Cc1ccc(CNC(=O)Cn2cc(S(=O)(=O)Cc3ccccc3Cl)c3ccccc32)cc1 | -8%
CCN1CCN(S(=O)(=O)c2ccc(Cl)c(C(=O)NCCOc3ccc(C)cc3)c2)CC1 | -8%
Cc1ccc(NC(=O)C2CCCN2S(=O)(=O)c2ccc3nc(-c4ccccc4)[nH]c3c2)cc1F (stereo not given) | -4%
CN1CSC2=C(C#N)C(c3cccc(OCc4ccccc4)c3)CC(=O)N2C1 (stereo not given) | -1%
COc1cccc2cc(C(C)N(CCCN3CCOCC3)C(=S)Nc3cccc(C)c3C)oc12 (stereo not given) | 6%
CCOC(=O)c1c(C)[nH]c(C)c1S(=O)(=O)NCC(=O)N1CCN(c2ccccc2OC)CC1 | -1%
COc1ccc(NC(=S)Nn2cnnc2)cc1OC | 0%
COc1ccc(OC)c(CNC(=O)C2CCN(c3nc4ccccc4nc3C(F)(F)F)CC2)c1 | -8%
O=C(O)c1cnn(-c2ccccc2)c1-c1ccncc1 | -4%
COc1ccc(C(=O)/C=C/c2ccc(OC(=O)c3cc(OC)c(OC)c(OC)c3)cc2)cc1 | 5%
Cc1ccc(Cl)cc1N1CCN(C(=O)CCn2c(=O)c3cccn3c3cccnc32)CC1 | 22%
O=c1c(CN2CCN(c3cccc(Cl)c3)CC2)coc2c(Cl)cc(Cl)cc12 | -1%
CCN(CC(=O)Nc1ccc(S(=O)(=O)N2CCOCC2)cc1)Cc1ccccc1 | -11%
Cc1ccc(CNC(=O)c2cc(=O)c3cc(C)cc(C)c3o2)cc1 | -5%
CCn1c2c(c(=O)n3ncc(C(=O)N4CCN(c5ccc(C(C)=O)cc5)CC4)c13)CN(Cc1ccc(OC)cc1)CC2 | 2%
COc1cccc(CNC(=O)c2ccc(CS(=O)c3ccccc3)o2)c1 (stereo not given) | -2%

A portion from further up, for reference:
SMILES | aSyn tox rescue
CCOC(=O)c1ccc(CC(=O)c2ccc(O)c(O)c2O)o1 | 9%
Cc1cc(N2CCC(C(=O)NCCC(C)C)CC2)n2nc(C)c(-c3ccc(Cl)cc3)c2n1 | 0%
Cc1ccc(CNC(=O)Cn2cc(S(=O)(=O)Cc3ccccc3Cl)c3ccccc32)cc1 | -8%
CCN1CCN(S(=O)(=O)c2ccc(Cl)c(C(=O)NCCOc3ccc(C)cc3)c2)CC1 | -8%
Cc1ccc(NC(=O)C2CCCN2S(=O)(=O)c2ccc3nc(-c4ccccc4)[nH]c3c2)cc1F (stereo not given) | -4%
CN1CSC2=C(C#N)C(c3cccc(OCc4ccccc4)c3)CC(=O)N2C1 (stereo not given) | -1%
COc1cccc2cc(C(C)N(CCCN3CCOCC3)C(=S)Nc3cccc(C)c3C)oc12 (stereo not given) | 6%
CCOC(=O)c1c(C)[nH]c(C)c1S(=O)(=O)NCC(=O)N1CCN(c2ccccc2OC)CC1 | -1%
COc1ccc(NC(=S)Nn2cnnc2)cc1OC | 0%
COc1ccc(OC)c(CNC(=O)C2CCN(c3nc4ccccc4nc3C(F)(F)F)CC2)c1 | -8%
O=C(O)c1cnn(-c2ccccc2)c1-c1ccncc1 | -4%
COc1ccc(C(=O)/C=C/c2ccc(OC(=O)c3cc(OC)c(OC)c(OC)c3)cc2)cc1 | 5%
Cc1ccc(Cl)cc1N1CCN(C(=O)CCn2c(=O)c3cccn3c3cccnc32)CC1 | 22%
O=c1c(CN2CCN(c3cccc(Cl)c3)CC2)coc2c(Cl)cc(Cl)cc12 | -1%

(further entries)
SMILES | aSyn tox rescue
Cc1ccc2oc(-c3cc(NC(=O)c4ccc5c(c4)OCCO5)cc(C)c3O)nc2c1 | -5%
C[C@H](CO)N1C[C@H](C)[C@@H](CN(C)Cc2ccc3c(c2)OCO3)OCc2cnnn2CCCC1=O | 8%
COC(=O)c1cccc(NC(=O)CCN2C(=O)NC(C)(C)C2=O)c1 | 3%
COc1ccc(Cc2nnc(NC(=O)C(C)(C)C)s2)cc1 | 7%
Cn1c(Cn2c(=O)sc3ccccc32)nnc1SCC(=O)N1CCOCC1 | 12%
CCOc1ccc(CCNC(=O)CN2C(=O)NC3(CCCc4ccccc43)C2=O)cc1OCC (stereo not given) | 2%
COc1ccc(C(=O)NCC(c2ccco2)S(=O)(=O)c2cccs2)cc1 (stereo not given) | -3%
CCc1nn2c(=O)cc(COC(=O)c3ccccc3)nc2s1 | 2%
O=C(NC1CCN(C(=O)Nc2ccc(F)cc2)CC1)c1cccc(F)c1 | -2%
CC(C)C(=O)Nc1c(C(=O)c2ccc(F)cc2)oc2ccccc12 | -7%
COc1ccc2[nH]cc(CCNS(=O)(=O)Cc3ccccc3)c2c1 | 5%
CCOc1ccc(NC(=O)C2CCCN(c3ccc(Sc4ccc(C)cc4)nn3)C2)cc1 (stereo not given) | -11%
O=C(COC(=O)c1c(F)cccc1Cl)NC1CCCC1 | 0%
COc1ccc(N(CC(=O)NCc2cccs2)S(=O)(=O)c2c(C)nn(C)c2C)cc1 | 4%
O=C(COC(=O)c1cccc(OC(F)F)c1)Nc1cc(S(=O)(=O)N2CCCC2)ccc1Cl | -5%
CCc1ccc(CNC(=O)C2CCN(S(=O)(=O)N3CCCCC3)CC2)cc1 | -4%
COc1ccc(-c2ccc(CN3C(C(C)C)C(=O)N(Cc4cn(CCC5OCCCO5)nn4)CCS3(=O)=O)cc2)cc1OC (stereo not given) | -2%
CCC(Oc1ccccc1F)C(=O)N1CCC(c2nc3ccccc3s2)CC1 (stereo not given) | ?
COC(=O)c1cc2oc(C)cc2n1CC(=O)Nc1cc(Cl)ccc1OC | 1%
O=[N+]([O-])c1cccc(S(=O)(=O)Nc2ccccn2)c1 | 4%
Cc1csc2nc(COC(=O)CNC(=O)c3ccccc3)cc(=O)n12 | -3%
CC(C)(C)OC(=O)N1CCC(c2c(C(=O)N3CCN(c4ccccn4)CC3)cnn2-c2ccc(F)cc2F)CC1 | 8%
COc1cc(C(=O)NCc2ccncc2)cc(Br)c1OCc1ccccc1 | -4%
N/C(=N\OC(=O)COc1ccc(Cl)cc1Br)c1cccnc1 | -8%
Cn1c(CC(=O)Nc2ccccc2F)nnc1SCC(=O)Nc1nccs1 | 0%
Cc1cc(C)cc(-n2ccn3c(CC(C)(C)CC(=O)O)nnc3c2=O)c1 | -1%
Cc1ccc2ncc(C(=O)Nc3ccc(F)cc3F)c(=O)n2c1 | -8%
CCOC(=O)C1CCCN(C(=O)C(=O)Nc2ccc3nc4n(c(=O)c3c2)CCCCC4)C1 (stereo not given) | -1%
CN(CC(=O)Nc1ccc(F)cc1)CC(=O)Nc1ccc(Cl)c(S(=O)(=O)N2CCOCC2)c1 | -15%
Cn1ccnc1C(O)c1ccccc1 (stereo not given) | -2%
Cc1ccc(C)c(CN2C(=O)c3ccccc3S(=O)(=O)c3ccc(C(=O)Nc4ccccc4C(F)(F)F)cc32)c1 | 3%
O=C(Nc1ccccc1)O/N=C1/CCCc2occc21 | -4%
CCN1CCN(C(=O)c2ccc3c(c2)N(Cc2c(F)cccc2Cl)C(=O)c2ccccc2S3)CC1 | -6%
CC(=O)NC1(C(F)(F)F)C(=O)Nc2c1c(=O)[nH]c(=O)n2-c1ccccc1 (stereo not given) | -9%
Nc1cc(C(=O)N/N=C/c2cccc([N+](=O)[O-])c2)n[nH]c1=O | 12%
Cc1ccc(NC(=O)Cn2c(=O)ccc3cc(S(=O)(=O)N4CCC(C)CC4)ccc32)cc1C | -7%
O=C(CCCC(=O)N(c1ccc(F)cc1)C(C(=O)NC1CCCC1)c1ccc(O)cc1)Nc1ccccn1 (stereo not given) | -6%
Cc1cccc(CSc2nnc3[nH]c(=O)cc(-c4ccccc4)n23)c1 | 5%
O=C(Cn1ncc2c3ccccc3n(Cc3ccccc3F)c2c1=O)N1CCCCCC1 | 11%
COc1ccc(C(=O)N2CCCc3ccccc32)cc1OC | -7%
NC(=O)N/N=C(/CCCCCC/C(=N\NC(N)=O)c1ccccc1)c1ccccc1 | 16%
CNC(=O)c1c(NC(=O)c2ccc(S(=O)(=O)N3CCCCC3)cc2)sc2c1CCC2 | 6%
COc1ccc(N2CC(NC(=O)COc3ccc4ccccc4c3)CC2=O)cc1OC (stereo not given) | -7%
O=C(CCCn1c(=O)c2cccn2c2cccnc21)Nc1ccccc1Br | -6%
CCOCCCNc1ncnc2c1cnn2-c1ccc(C)c(C)c1 | -3%
Cc1ccc(NC(=O)Nc2c[nH]c(=O)[nH]c2=O)c(Cl)c1 | -5%
O=C(CCC1CCN(Cc2nccs2)CC1)Nc1ccccc1 | 3%
O=C(NCCc1ccccc1)c1ccc(NC2=NC3CS(=O)(=O)CC3S2)cc1 (stereo not given) | -1%
O=C(Nc1nnc(Cc2ccc([N+](=O)[O-])cc2)s1)c1ccc2c(c1)OCO2 | 5%
O=[N+]([O-])c1cc(O)c2ncccc2c1 | 1%
NC(=O)CSc1nnc(NC(=O)c2cccc(S(=O)(=O)N3CCCCC3)c2)s1 | -5%
Cc1ccc(NC(=O)CN2C=NS(=O)(=O)c3ccccc32)cc1 | 0%
COc1ccc(F)cc1C(=O)C1CCCN(C(=O)CCN2CCCCO2)C1 (stereo not given) | 1%
CCOc1ccccc1NC(=O)C1=C(C)Nc2ncnn2C1c1sccc1C (stereo not given) | 4%
COc1cccc(NC(=O)CN(C)C(=O)c2c(C)nn(Cc3ccc(C)cc3)c2Cl)c1 | 7%
Cc1ccc(C(C)C)c(OCC(O)CN2CCN(c3ccccc3F)CC2)c1 (stereo not given) | 1%
Cc1ccc2c(c1)N(C(=O)CCC(=O)N1CCN(c3cccc(C)c3C)CC1)CCO2 | 1%
Cc1ccc(S(=O)(=O)c2cn(C)c3cc(N4CCN(C)CC4)c(F)cc3c2=O)cc1 | 3%
COCCn1c(C)cc(O)c(C(c2ccccc2)N2CCN(c3ccc(F)cc3)CC2)c1=O (stereo not given) | -11%
O=C(NCCS(=O)(=O)NCc1ccc(Cl)cc1)c1ccccc1 | -2%

Arranged by formula weight (largest number first): some entries from above.
SMILES | aSyn tox rescue
COc1ccc(N(CC(=O)NCc2cccs2)S(=O)(=O)c2c(C)nn(C)c2C)cc1 | 4%
CCc1ccccc1NC(=O)Cn1c(=O)oc2ccccc21 | 0%
Cn1ccnc1C(O)c1ccccc1 (stereo not given) | -2%

(continued)
SMILES | aSyn tox rescue
O=c1[nH]c2ccc(NS(=O)(=O)c3ccc(F)cc3)cc2s1 | -7%
COc1ccc(NS(=O)(=O)c2cccc(C(=O)N3CCCC(C)C3)c2)cc1 (stereo not given) | 13%
CCN(CC)S(=O)(=O)c1ccc2c(c1)N(CC(=O)NCCCN1CCN(c3cc(Cl)ccc3C)CC1)C(=O)CO2 | -4%
Cc1csc(=O)n1CCC(=O)OCC(=O)Nc1ncc(Cl)cc1Cl | 1%
CCCC(=O)Nc1ccc(-c2nc3ncccc3o2)cc1C | -15%
O=C(NC(=S)Nc1ccccc1)c1cccs1 | 7%
NS(=O)(=O)c1cccc(NC(=O)c2cccc(Oc3ccccc3)c2)c1 | -13%
CCOc1ccc(NC(=O)CCS(=O)(=O)c2ccc3nc(C)sc3c2)cc1 | -7%
Cc1cn2c(=O)c(S(=O)(=O)NCc3ccccc3Cl)c(C)nc2s1 | 2%
CCC(=O)Nc1nnc(/C=C/c2ccc(OC)cc2)s1 | -3%
O=C(CSc1nc2ncccc2[nH]1)NCCc1ccccc1 | 6%
O=C1CSC2(N1)C1CC3CC(C1)CC2C3 (stereo not given) | -46%[inhibitor]
CCC(=O)Nc1ccccc1-c1nc2ccccc2n(CC(=O)c2ccc(Br)cc2)c1=O | 3%

These rows are one share of the data; rates above refer to the full screens.
